Source: PubChem BioAssay (several laboratories)
Granule exo inh = lytic granule exocytosis inhibition; 0.66% of 360,000 active; inhibition, % at 10 µM; TALL-104 LAMP-1 surface exposure, flow cytometry; cells stimulated with thapsigargin and PMA;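 active = inhibition above about 55%, limit read from the data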
HTR2A ag = activates the mouse 5-HT2A serotonin receptor | AID 624169 | activation, % at 7.6 µM | 0.66% of 360,000 active | CHO-K1 mHTR2A beta-arrestin complementation, luminescence; percent of 30 µM serotonin response | P35363;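 active = activation above a run cutoff, the mean activation of all tested compounds plus 3 SD, cut at about 14% in these data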;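 note: 0% = plate median of compound wells and 100% = 30 µM serotonin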
MC4R antagonist = human MC4R antagonism in cAMP assay. P32245. MC4R-expressing cells, MTII-stimulated cAMP, LANCE TR-FRET. inhibition, % at 6.5 µM. 0.48% of 360,000 active;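 active = inhibition above its plate's cutoff, the mean of tested wells on that plate plus 3 SD, cut at about 29% in these data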;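 note: 0% = Melanotan II alone and 100% = Melanotan II plus saturating MCL0020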
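System – human MC4R-expressing U2OS cells · Also added – Melanotan II · Dosing – one concentration, 6.5 µM nominal · Timing – 30-min compound, 1-h challenge, 1-h detection, room temperature · Measured by – Eu-cAMP/anti-cAMP TR-FRET, emission 671 nm · Replicates – singlicate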
ABHD5 PLIN5 PPI = inhibitors of human ABHD5-perilipin-5 interaction | Q00G26+Q8WTS1 | Split G. princeps luciferase complementation, luminescence, 4 h | inhibition, % at 4 µM | 0.78% of 360,000 active;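 active = inhibition above the mean inhibition across every tested compound plus 3 SD, cut at about 22% in these data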;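 note: 0% = DMSO only wells and the 100% control is not disclosed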
Target sequence (Q00G26 whole entry, looked up): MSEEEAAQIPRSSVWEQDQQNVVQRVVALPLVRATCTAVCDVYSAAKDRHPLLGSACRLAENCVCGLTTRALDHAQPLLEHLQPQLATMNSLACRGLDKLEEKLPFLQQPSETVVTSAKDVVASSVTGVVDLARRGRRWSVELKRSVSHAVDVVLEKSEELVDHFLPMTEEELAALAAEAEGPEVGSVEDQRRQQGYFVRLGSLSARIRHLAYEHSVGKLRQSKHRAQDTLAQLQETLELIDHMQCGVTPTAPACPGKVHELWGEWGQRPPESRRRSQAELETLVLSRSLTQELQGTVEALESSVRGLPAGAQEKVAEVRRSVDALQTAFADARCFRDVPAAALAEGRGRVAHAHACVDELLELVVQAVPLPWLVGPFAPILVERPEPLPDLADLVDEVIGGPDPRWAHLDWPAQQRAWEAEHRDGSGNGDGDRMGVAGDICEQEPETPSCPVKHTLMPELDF
Target sequence (Q8WTS1 whole entry, looked up): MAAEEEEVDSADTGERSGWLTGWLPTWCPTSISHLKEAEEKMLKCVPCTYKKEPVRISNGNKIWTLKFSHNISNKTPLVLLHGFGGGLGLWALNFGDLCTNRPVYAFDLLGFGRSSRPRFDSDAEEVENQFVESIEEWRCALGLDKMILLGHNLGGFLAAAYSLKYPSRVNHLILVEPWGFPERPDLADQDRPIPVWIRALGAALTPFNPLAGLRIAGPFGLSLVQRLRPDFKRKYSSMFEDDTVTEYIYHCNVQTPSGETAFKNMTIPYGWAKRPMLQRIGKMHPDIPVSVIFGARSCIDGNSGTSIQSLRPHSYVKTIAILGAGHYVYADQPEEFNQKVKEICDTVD
PDI inh = PDI (human) enzyme inhibition; AID 588391; PDI insulin aggregation turbidity, A650, 90 min; P07237; inhibition, % at 10 µM; 0.052% of 350,000 active;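 active = mean inhibition across replicates of 30% or more, whatever share of single replicates reach that level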;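 note: absorbance from insulin aggregation driven by PDI reduction with DTT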
ABCB6 inh MLPCN = blocks the human ABCB6 transporter | Q9NP58 | K562-ABCB6 porphyrin accumulation, flow cytometry, 1 h; stronger effect = lower value | fluorescence ratio to DMSO, % at 10 µM | 0.19% of 360,000 active | AID 602162;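 active = fluorescence ratio to DMSO below 75%, the collection mean minus 3 SD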;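 note: signal is porphyrin accumulated inside mitochondria; 100% equals median channel fluorescence of DMSO control wells; lower ratio means ABCB6 inhibition with less porphyrin fluorescence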
CaV13 FRET inh = Primary screen for inhibitors of IQ motif and Ca2+-dependent inactivation inhibitor domain binding in CACNA1D, Förster resonance energy transfer in living cells, …; AID 743397; HEK cells, CFP/YFP FRET ICDI-IQ, plate reader, 10 min; percent FRET-ratio fall versus neutral wells; inhibition, % at 12.3 µM; 0.098% of 340,000 active;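 active = mean replicate inhibition of at least 30% and at least 1% of replicates passing that level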;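 note: 0% = median of the neutral control wells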
H9c2 protect = myocardial damage modulation in H9c2 cells | 0.63% of 360,000 active | H9c2 cardiomyocytes, H2O2 injury protection, ATPLite, 2 h | protection from H2O2 cell death, % at 20 µM;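 active = compounds giving at least 50% protection of heart cells from peroxide-induced death in the single-dose screen, raw or plate-pattern-corrected value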;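 note: 0% = DMSO wells with peroxide and 100% = DMSO wells without peroxide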
N-glyco inh = blocks N-linked glycosylation in D54 reporter cells. 0.23% of 360,000 active. AID 588692. D54 ERlucT glycosylation luciferase reporter, 24 h; percent of 100 nM tunicamycin response. reporter increase, % at 12.5 µM;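 active = mean luciferase reporter signal, scaled so untreated is 0 and the glycosylation-blocking control 100, at or above a set limit in every replicate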;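 note: luciferase carries N-glycosylation sites so blocking glycosylation raises the light; 0% = median of neutral control wells and 100% = median of 100 nM tunicamycin wells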
MC4R barr agon = agonists of human melanocortin 4 receptor (MC4R) beta-arrestin. P32245. U2OS MC4R beta-arrestin complementation, luminescence; percent of melanotan II response, DMSO zero. 0.98% of 360,000 active. AID 540308. activation, % at 8.9 µM;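 active = activation above a per-plate cutoff, the mean activation of sample wells on that plate plus 3 SD, cut at about 8% in these data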
* marks the source's active call; other numbers are inactive results; nt = not tested or not shown; & = joins results of further samples; ! = a repeat was not active. Rows are unselected. About 4.2% of those tested had a hit in this group.

SMILES	Granule exo inh	HTR2A ag	MC4R antagonist	ABHD5 PLIN5 PPI	PDI inh	ABCB6 inh MLPCN	CaV13 FRET inh	H9c2 protect	N-glyco inh	MC4R barr agon
FC(F)(F)c1cc(-c2cccs2)nc(NCc2ccco2)n1	0	-5	0	-13	11	94	-6	-15	nt	3.5
CC1=C(C#N)C(c2ccoc2)C(C(=O)OCc2ccccc2)=C(N)S1 (centres undefined)	-1	3	3	-2	-5	102	-7	-8	0	0.1
O=C(COC(=O)CCC(=O)c1cccs1)Nc1ccccc1C(F)(F)F	0	1	5	1	-17	93	-6	1	1	-3.7
O=C1CN(C(=O)COC(=O)CCNS(=O)(=O)c2ccc(Cl)cc2)c2ccccc2N1	11	1	18	-1	-1	99	7	-4	7	-0.5
Cc1ccc(-n2c(O)cnc2Nc2nc(C)cc(C)n2)cc1	-6	3	3	10	-12	101	nt	-1	1	0.2
CCOC(=O)c1c(N2C(=O)C=CC2=O)sc(C)c1C	18	1	26	15	-1	101	nt	-26	2	-2.1
O=C(COc1cccc2ccccc12)N/N=C/C=C/c1ccccc1	0	6	3	2	-4	104	-4	2	-1	9.7*
Cn1c(SCC(=O)c2ccc3c(c2)OCO3)nnc1C1COc2ccccc2O1 (centres undefined)	-2	6	12	-7	6	103	-5	0	-1	-1.4
CC(=O)c1ccc(NC(=O)CSc2ccsc2[N+](=O)[O-])cc1	1	-1	0	5	-5	91	-2	4	0	2.1
O=C(COC(=O)CCc1ccccc1)Nc1ncc(Cl)cc1Cl	-3	1	-4	-1	10	100	-5	8	1	-1.7
COc1ccc(-c2cc(C(=O)Nc3nc4ccccc4s3)c3ccccc3n2)cc1OC	-3	-1	11	10	-6	99	-5	6	-7	-2.0
CCc1cc2c(=O)n(C(C)C(=O)OC3CCCCC3)cnc2s1 (centres undefined)	0	-1	-1	11	-1	98	nt	-16	0	3.0
Cc1ccc(C(=O)Nc2nc(-c3ccc([N+](=O)[O-])cc3)cs2)o1	-3	1	4	-2	3	98	-5	-4	2	-2.6
COc1ccc(C2OC(=O)CC2C(=O)N2CCN(c3cc(Cl)ccc3C)CC2)cc1OC (centres undefined)	3	3	5	8	nt	98	-11	3	0	0.0
Cc1ccc(NC(=O)CSc2nnc(CCCCCNC(=O)OC(C)(C)C)o2)c(C)c1	1	-2	4	-3	-5	104	-7	-6	-2	-1.3
O=C(Nc1ccccc1)c1cccnc1Nc1ccccc1	100*	-1	-12	4	6	99	nt	2	-2	-0.4
Cc1cc(NC(=O)COc2cccc([N+](=O)[O-])c2)no1	6	18*	5	-2	4	99	-6	3	5	-0.9
CCN(CC)CCNC(=O)c1ccc(-n2c(C)cc3c2CCCC3=O)cc1	2	-1	0	-6	7	94	5	-1	2	-1.9
C=C[C@@H]1c2c(F)cccc2N(S(=O)(=O)c2ccc(C)cc2)[C@H](c2ccc(C(=O)OC)cc2)C1(C#N)C#N	-7	-7	12	3	0	100	-13	6	-5	-0.3
CCCCOc1ccc(NC(=O)CN2CCN(C(=O)OCC)CC2)cc1	2	-1	-1	-6	2	94	nt	-3	3	-1.4
Cc1ccc(-c2nnn(CC(=O)N(CCN3CCOCC3)C(C(=O)NC(C)(C)C)c3ccco3)n2)cc1 (centres undefined)	-2	-8	3	0	-6	97	-4	-9	-1	-2.5
CCOC(=O)c1ccccc1NC(=O)CSc1nc(N)cc(N)n1	-1	-2	-1	-3	-1	98	-2	-3	3	0.5
COc1ccc(S(=O)(=O)N2CCC(C(=O)Oc3cccc(C)c3)CC2)cc1OC	0	-2	15	-4	5	92	nt	-3	-2	-1.4
COc1cc(CN2CCC(C(=O)NCC(C)(C)CN(C)C)CC2)ccc1OCc1ccccc1	15	-4	-4	-2	9	98	-1	-3	-1	0.3
O=c1c2ccc(Cl)cc2nc2n1CC/C2=C\c1cccc(O)c1	-4	6	12	-2	-13	94	-4	43	3	3.6
SMILES	Granule exo inh	HTR2A ag	MC4R antagonist	ABHD5 PLIN5 PPI	PDI inh	ABCB6 inh MLPCN	CaV13 FRET inh	H9c2 protect	N-glyco inh	MC4R barr agon
CNc1nc(-c2ccccc2)nnc1C(F)(F)F	-5	-1	-7	4	-1	87	-6	2	0	-0.6
COC(=O)c1ccc(C2NC(=O)CCC2[N+](=O)[O-])cc1 (centres undefined)	-3	-2	5	-2	6	98	-9	2	1	0.8
O=C1c2oc3ccccc3c(=O)c2C(c2cccc(O)c2)N1CCCN1CCOCC1 (centres undefined)	-2	4	7	1	nt	106	-2	-11	0	-0.9
CC[C@]12c3[nH]c4cc(-c5ccco5)ccc4c3CCN1C(=O)[C@@H](CC(=O)NCCC1=CCCCC1)C[C@@H]2C(=O)N1CCN(C(=O)c2ccco2)CC1	4	6	-8	11	-2	97	nt	9	3	0.3
CC1=C(C(=O)Nc2ccccc2F)C(c2cccs2)NC(=S)N1 (centres undefined)	0	0	3	-10	8	97	-10	-2	-1	-3.4
CC(=O)Nc1cccc(C(=O)N/N=C/c2ccc(F)cc2)c1	0	0	6	-4	-10	102	-16	-5	-8	-2.4
Cc1ccnc2nc(C(=O)OCC(=O)N(Cc3ccccc3)C(C)(C)C)nn12	0	11	-6	3	-2	78	-6	-2	4	1.5
O=C(Cn1ccc([N+](=O)[O-])n1)NCCc1c[nH]c2ccccc12	-3	1	-1	1	-5	101	-6	0	3	-3.2
C/C=C(\C)C(=O)NCCN1C2=NC[C@H](Cc3ccccc3)N2C[C@H]1Cc1ccc(O)cc1	-8	-7	3	1	8	104	nt	4	1	-0.9
COc1ccc(CCNC(=S)N2CCN(S(=O)(=O)c3ccc(C)cc3)CC2)cc1	-2	-4	3	-14	2	97	-6	-4	-2	-1.1
Cc1ccc2[nH]c(C(=O)O)c(NC(=O)[C@@H]3C[C@@H]3c3ccccc3)c2c1	6	-2	18	-6	5	100	-7	-2	1	-0.4
C=CCN(c1ccc(C(=O)Nc2ccc(C)cc2)cc1)S(C)(=O)=O	0	-2	1	-4	4	102	-4	0	0	-3.8
COc1ccc(NC(=O)C(Cc2ccccc2)n2cccc2)cc1OC (centres undefined)	3	-1	3	-2	-2	95	-5	2	-1	1.7
COC(=O)[C@]1(Cc2ccccc2)N[C@H](CN(C)C(=O)Nc2ccc(Cl)cc2)[C@@H]2C(=O)N(Cc3ccccc3)C(=O)[C@@H]21	-2	-1	10	-2	2	105	-3	-4	3	3.2
COc1ccc(Cl)cc1NC(=O)C/C(C)=N/NC(=O)CCc1ccccc1	-9	-2	9	13	10	96	-3	-2	0	-1.3
Cc1ccnc(NS(=O)(=O)c2ccc(NC(=O)c3ccc(Cl)cc3[N+](=O)[O-])cc2)n1	-1	-2	-2	-3	0	94	-2	-4	3	-0.1
COc1ccc(NC(=S)NC(NC(=O)C(C)C)C(Cl)(Cl)Cl)c([N+](=O)[O-])c1 (centres undefined)	1	-7	0	5	-8	102	-4	2	0	-0.3
CCC(C)n1c(=S)[nH]c2ccccc2c1=O (centres undefined)	-3	0	1	-5	-6	103	-7	3	3	-0.8
O=[N+]([O-])c1cc(S(=O)(=O)Nc2cccc(C(F)(F)F)c2)ccc1-n1nnc2ccccc21	-2	4	-1	-7	-3	98	nt	-29	2	1.1
Cc1ccc(NC(=O)c2cc(N3C(=O)C4CC=CCC4C3=O)ccc2N2CCCCC2)cc1 (centres undefined)	2	-1	-1	1	-3	102	nt	1	nt	-0.9
O=C(c1cc2cc(Cl)ccc2[nH]1)N1CCc2ccccc2C1	36	7	-2	-12	-6	102	-2	-3	2	3.6
CSc1sc(C(=O)NC(=O)NCc2cccnc2)c(C)c1-c1ccon1	-5	6	-1	6	-1	96	-5	-3	-4	-3.1
CC(=O)NC(CC(=O)Nc1cc(Cl)ccc1-n1cncn1)c1ccccc1 (centres undefined)	-18	-5	16	-6	3	97	-2	-1	0	-3.6
O=C(c1nn(Cc2ccccc2)c(=O)c2ccccc12)N1CCN(c2ccccn2)CC1	2	-5	3	-1	1	94	-4	25	-3	-0.6
Cc1oc(-c2cccs2)nc1CS(=O)CC(=O)NCCCN1CC(C)CC(C)C1 (centres undefined)	2	-3	7	-7	nt	100	-7	12	2	-0.4
SMILES	Granule exo inh	HTR2A ag	MC4R antagonist	ABHD5 PLIN5 PPI	PDI inh	ABCB6 inh MLPCN	CaV13 FRET inh	H9c2 protect	N-glyco inh	MC4R barr agon
CCN(Cc1nc2cc(Cl)ccc2c(=O)[nH]1)C(=O)CN1C(=O)NC2(CCCCC2C)C1=O (centres undefined)	-1	3	1	-6	1	97	-5	10	-3	-1.5
COc1ccc(CCN(C)C(=O)C2CCCN(Cc3ccc(OC)c(OC)c3)C2)cc1OC (centres undefined)	4&0	-1&-1	1&4	-8&-1	6&1	107&96	-6	4&6	2&1	-4.9&-2.3
Cc1ccc(Cn2ncc3c(N4CCN(CCc5ccccc5)CC4)ncnc32)cc1	11	1	16	-3	0	92	9	-7	-2	0.7
CCc1ccc2nc(NC(=O)CCCc3cccs3)sc2c1	2	-1	4	0	-2	98	nt	-2	3	0.4
Cc1cccc(C(=O)NCCC(=O)NCc2ccccc2F)c1	3	3	2	-2	5	100	-6	6	0	-1.8
Cc1ccc(NC(=O)Cn2ncc(Cl)c(Cl)c2=O)cc1S(=O)(=O)N1CCCCC1	2	-5	25	6	16	97	-2	-8	12	-4.6
COC(=O)c1ccc2c(=O)[nH]c(COC(=O)c3[nH]c(C)c(C(C)=O)c3C)nc2c1	9	-2	24	2	5	92	-9	72*	1	-1.4
CCc1ccc2[nH]c3nc(N/N=C/c4cccc(O)c4)nnc3c2c1	-6	1	2	0	-34	100	-21	23	4	-1.5
CCOC(=O)C1CCCCN1Cc1ccc(C(F)(F)F)cc1 (centres undefined)	1	-2	4	8	1	105	nt	6	1	-0.2
COc1ccc2[nH]c3c(c2c1)CCN1C(=O)C(CC(=O)NCc2ccco2)C[C@H](C(=O)N2CCOCC2)[C@@]31C (some centres undefined)	2	3	3	6	-6	100	-9	0	3	1.5
Cc1ccc(CNC(=O)CCc2ccc(S(=O)(=O)NCC(C)C)cc2)cc1	-1	-2	1	0	6	97	-9	-9	-2	-1.4
CC1=NN(c2ccccc2)C(=O)C1N=Nc1ccc(S(N)(=O)=O)cc1 (centres undefined)	6	-1	-4	15	5	102	-2	-8	-1	0.3
Cc1cccc(C(=O)N=c2c(C#N)cc3c(=O)n4cccc(C)c4nc3n2Cc2ccco2)c1	-2&-3	7&-4	15&-6	50*!	1&0	101&103	-4&-1	48&28	12&4	1.2&-1.7
CC(CCc1ccccc1)NC(=O)COc1cc(F)ccc1[N+](=O)[O-] (centres undefined)	-13	-2	13	4	4	95	-6	-6	0	-2.5
COc1ccc(OCC(=O)Nc2ccc(C)cc2)cc1	-1	3	10	2	-2	97	-5	1	1	-0.7
CCCc1ccc(OCc2ccc(C(=O)N3CCSCC3)o2)cc1	12	-1	-1	12	0	97	-6	-16	3	0.9
O=C(NCc1ccco1)C(Cc1ccccc1)NS(=O)(=O)c1cccc2nsnc12 (centres undefined)	-2	2	2	9	9	92	-4	3	0	-0.1
